# FBW7 activator: human FBW7 E3 ligase activation, primary screen; Q969H0; AlphaScreen FBW7–phospho-cyclin E peptide binding, activator screen; normalized activity (activation), % at 26.1 µM; 650,000 tested, 0.13% active; AID 1259310; in the data active means normalized activity above about 1.9%;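 further: purified mutant Fbw7 with reduced substrate affinity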
# Target sequence (Q969H0 whole entry, looked up): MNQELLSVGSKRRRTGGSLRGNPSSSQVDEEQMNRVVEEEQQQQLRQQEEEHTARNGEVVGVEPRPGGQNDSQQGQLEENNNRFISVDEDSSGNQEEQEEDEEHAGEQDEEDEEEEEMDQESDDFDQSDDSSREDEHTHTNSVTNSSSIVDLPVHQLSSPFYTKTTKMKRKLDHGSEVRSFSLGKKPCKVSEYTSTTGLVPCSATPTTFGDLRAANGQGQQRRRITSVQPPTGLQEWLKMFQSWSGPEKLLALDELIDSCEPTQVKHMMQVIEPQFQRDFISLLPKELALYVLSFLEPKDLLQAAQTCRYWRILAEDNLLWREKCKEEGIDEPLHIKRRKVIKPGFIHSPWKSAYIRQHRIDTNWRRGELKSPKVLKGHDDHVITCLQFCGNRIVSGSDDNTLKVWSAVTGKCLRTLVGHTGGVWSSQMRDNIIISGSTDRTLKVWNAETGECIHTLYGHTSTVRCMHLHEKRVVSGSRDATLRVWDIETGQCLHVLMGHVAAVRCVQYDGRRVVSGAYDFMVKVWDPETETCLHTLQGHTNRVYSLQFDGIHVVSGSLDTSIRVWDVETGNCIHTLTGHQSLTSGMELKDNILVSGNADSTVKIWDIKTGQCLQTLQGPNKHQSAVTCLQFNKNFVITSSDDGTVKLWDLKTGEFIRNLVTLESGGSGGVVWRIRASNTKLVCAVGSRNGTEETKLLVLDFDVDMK
# MITF inh: blocks human microphthalmia-associated transcription factor | O75030 | inhibition, % at 2.6 µM | 650,000 tested, 0.91% active | AlphaScreen MITF homodimerization, bead proximity signal; in the data active means inhibition above about 50%;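 further: 0% = vehicle wells with protein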
# GPR151 ag: activators of human GPR151; Q8TDV0; PathHunter beta-arrestin GPR151 cells, luminescence; activation, % at 11.2 µM; 650,000 tested, 1% active; AID 1508602; in the data active means activation above about 4.9%;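 further: 0% = median of compound wells and 100% = cells with positive control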
# Target sequence (Q8TDV0 whole entry, looked up): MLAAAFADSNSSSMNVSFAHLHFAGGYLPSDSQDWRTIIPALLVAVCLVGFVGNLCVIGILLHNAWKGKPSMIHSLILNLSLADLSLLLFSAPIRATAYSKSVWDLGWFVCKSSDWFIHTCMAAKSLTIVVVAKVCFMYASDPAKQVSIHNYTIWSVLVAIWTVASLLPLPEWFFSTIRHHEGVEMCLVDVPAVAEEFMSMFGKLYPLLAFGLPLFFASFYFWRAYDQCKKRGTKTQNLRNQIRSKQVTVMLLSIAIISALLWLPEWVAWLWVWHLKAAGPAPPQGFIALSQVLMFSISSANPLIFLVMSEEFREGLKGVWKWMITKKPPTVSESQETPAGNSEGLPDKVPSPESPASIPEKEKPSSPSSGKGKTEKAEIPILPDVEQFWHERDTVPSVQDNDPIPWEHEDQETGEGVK
# TEAD-YAP inh: TEAD-YAP interaction inhibition; 640,000 tested, 1.4% active; HEK-TIYL cells, TEAD-Gal4/YAP UAS-luciferase luminescence; AID 1259422; inhibition, % at 9.12 µM; in the data active means inhibition above about 32%;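 further: 0% = median of test compound wells and 100% = reference inhibitor wells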
# The depositor's hits bear a star; . = not tested or not shown; & = joins results of further samples.
SMILES,FBW7 activator,MITF inh,GPR151 ag,TEAD-YAP inh
CCOc1ccc(NC(=O)NCCN2CCN(c3cccc(Cl)c3)CC2)cc1,0.1,-7,1.1,5
COC(=O)CCCC(=O)N1CCCC(CNS(=O)(=O)c2ccc(OC)cc2)C1 (centres undefined),0.0,-1,0.2,3
Cn1cc(C(=O)N/N=C/c2ccccc2)ccc1=O,0.3,-4,-0.1,-3
Nc1nc(N2CCOCC2)nc2c1ncn2CCN1CCCC1=O,0.1,10,-1.2,2
COCCNC(=O)C(OC(=O)c1ccco1)c1ccccc1F (centres undefined),-0.1,-2,-0.5,5
O=C(O)c1cccc(Nc2c([N+](=O)[O-])cc([N+](=O)[O-])c3nonc23)c1,-0.1,3,-0.2,-1
Nc1nc(-c2cccnc2)nc(-c2cccnc2)n1,0.0,13,-0.9,13
O=C(CSc1nc2[nH]ncc2c(=O)n1-c1ccccc1Cl)N1CCCC1,0.1,13,-0.7,17
N=C1S/C(=C\c2ccc(F)cc2)C(=O)N1c1nccs1,-0.1,-10,2.1,-8
Cc1ccc(-c2cn3c4c(=O)n(C)c(=O)n(C)c4nc3n2-c2ccccc2)cc1C,0.0,3,0.8,-6
CC1CCN(C(=O)c2cc3nc(-c4ccc(Br)cc4)cc(C(F)(F)F)n3n2)CC1,0.0,16,-0.4,-7
COc1ccc(C(c2c(C)[nH][nH]c2=O)c2c(C)[nH][nH]c2=O)cc1[N+](=O)[O-],-0.2,-13,-0.4,5
CC(C)CSc1nc2ccccc2n1CC(N)=O,-0.1,-5,-1.2,-10
O=C(COc1ccccc1)NCC(=O)N/N=C/c1ccco1,-0.1,-3,-0.2,1
CCC(CC)C1C(C#N)=C(N)Oc2n[nH]c(C)c21 (centres undefined),0.2,8,0.5,11
Cc1ccccc1N1C(=O)CC(S/C(N)=N/N=C/c2ccccc2O)C1=O (centres undefined),-0.1,7,-0.3,-1
Cc1ccc(S(=O)(=O)NCCNc2ccc([N+](=O)[O-])cc2)cc1,0.7,6,-0.5,-4
Cc1nc(Oc2ccc3ccc(=O)oc3c2)c2c3c(sc2n1)CC(C)CC3 (centres undefined),0.1,-4,0.7,0
COc1ccc(C2Nc3cc(C(F)(F)F)c(S(N)(=O)=O)cc3S(=O)(=O)N2)cc1 (centres undefined),0.0,15,1.0,-7
CC1=N/C(=C/c2ccc([N+](=O)[O-])cc2)C(=O)N1c1cccc(F)c1,0.0,1,0.7,-1
CC1CCC(NC(=O)CN2CCN(Cc3ccc(F)cc3Cl)C2=O)CC1 (centres undefined),0.0,4,0.0,-18
CCOC(=O)c1c(N2C(N)=C(C#N)C(c3ccc(Cl)cc3)C3=C2CCCC3=O)sc2c1CCCCC2 (centres undefined),-0.2,6,-0.4,11
CCOc1ccc(C(=O)Nc2c3c(nn2C)CCC3)cc1,0.1,2,-0.2,-41
C=C(C)CN(CC)Cc1ccc(C(N)=O)c(=O)[nH]1,0.0,-9,0.3,-6
O=C(Cc1ccc(Br)cc1)NCCOc1ccccc1,0.3,10,-0.9,1
NC(=O)C1CCCN(Cc2cccc([N+](=O)[O-])c2)C1 (centres undefined),0.8,-5,-0.7,5
COc1ccc2cc3cc(C(=O)NCc4ccccc4OC)oc3nc2c1,0.2,-24,-0.9,-12
CCOC(=O)c1sc(NC(=O)c2cccc(Cl)c2)nc1-c1ccccc1,-0.1,1,-0.9,-3
O=[N+]([O-])c1cc2c(cc1CN1CCN(Cc3ccccc3)CC1)OCO2,-0.4,1,-0.4,-15
c1cc(C2CCCN(Cc3ccc4c(c3)CCO4)C2)[nH]n1 (centres undefined),0.0,-1,0.5,-6
CCCn1c(=O)c2c(nc3n(C4CCCCC4)c(C)c(C)n23)n(C)c1=O,0.0,11,0.2,-2
Cc1ccc(NS(=O)(=O)c2ccc(C)c(C(=O)O)c2)cc1,-0.1,49,-0.6,4
N#Cc1ccc(CSc2nnc3ccccn23)cc1,-0.1,-3,0.7,-9
CCc1ccccc1NC(=O)c1cc(S(=O)(=O)N2CCN(c3ccccc3)CC2)ccc1F,-0.1,-13,-0.7,1
O=C(Cc1c(F)cccc1Cl)Nc1cc(C(=O)NCCSCc2ccccc2)ccc1N1CC2CC(C1)c1cccc(=O)n1C2 (centres undefined),0.2,14,-1.9,-21
COc1ccc2cc(/C=N/Nc3ccc(S(=O)(=O)O)cc3)ccc2c1,-0.2,66*,0.4,3
CCOC(=O)c1c(NC(=O)c2cc3nc(-c4ccco4)cc(C(F)(F)F)n3n2)sc2c1CCC(C)C2 (centres undefined),-0.1,14,-0.4,8
CN(C)c1ccc(/C=N/c2nc3ccccc3n2CCN2CCOCC2)cc1,-0.1,7,-1.0,8
Cc1ccc(NC(=O)C2C3NC(=S)N(c4ccc(F)cc4)C2(C)Oc2ccccc23)c(C)c1 (centres undefined),0.2,39,0.1,4
Cc1ccc(C(=O)N/C(=C\c2ccco2)C(=O)N(C)C)cc1,-0.2,4,-0.4,6
COc1ccc(C(=O)N2CCCC(CO)(Cc3ccccc3C)C2)c(OC)c1 (centres undefined),0.0,9,0.4,-2
O=C(CN(c1ccc(Cl)cc1Cl)S(=O)(=O)c1ccccc1)N1CCOCC1,0.2,8,2.5,2
COc1cc(CNC(C)(C)CO)ccc1OCc1ccccc1,0.2,8,0.8,-9
COCc1ccc(O)c2ncccc12,-0.2,91*,0.5,91*
CCOC(=O)c1c(-c2ccc(OCC)cc2)csc1NC(=O)C1CC=CCC1C(=O)O (centres undefined),0.0,17,0.4,4
CC(C)c1ncc(C(O)c2cccc3ccccc23)n1C (centres undefined),-0.1,11,-0.2,8
CCC1(C)Oc2ccc(NC(=O)c3ccccc3SC)cc2O1 (centres undefined),-0.2,-1,0.9,-33
CCCCOc1nc(C)nc(NC(=O)NS(=O)(=O)c2ccccc2C(=O)OC)n1,0.2,12,-0.9,-9
CC(=O)Nc1sc2c(c1C(=O)Nc1cccc(C)c1)CCC(C(C)(C)C)C2 (centres undefined),-0.1,-7,2.3,-1
Cc1cccc(NC(=O)c2cc3c(=O)n4cccc(C)c4nc3n2C)c1,-0.1,-7,-1.1,-12
O=C(Cn1c(C2CC2)nc2c(cnn2-c2ccccc2)c1=O)Nc1ccc2c(c1)OCCO2,0.0,8,-0.6,4
COc1cc(-n2cnc3cc(C(=O)NCCc4ccccc4)ccc32)cc(OC)c1OC,0.7,10,0.1,-45
O=C1CC(c2nc3ccccc3[nH]2)CN1c1ccc(F)cc1 (centres undefined),0.1,-6,0.5,-5
CCc1ccc(NC(=O)c2ccc(NS(=O)(=O)c3c(C)n[nH]c3C)cc2)cc1,0.2,-4,-0.2,-8
COc1ccc(Cl)cc1NC(=O)c1c(NCc2ccc(C)o2)sc2c1CCC2,-0.1,2,1.9,-1
O=C1/C(=C/c2ccc3c(c2)OCO3)SC(=Nc2ccccc2)N1C1CCCCC1,0.0,-5,0.9,-3
Cc1n[nH]c(C)c1Sc1ccccc1N,-0.1,3,-0.1,-11
CC(=O)c1ccc(NC(=O)C(C)Sc2nc(N)cc(=O)[nH]2)cc1 (centres undefined),0.0,5,-0.3,-30
Oc1c(/C=N/n2cnnc2)sc2ccccc12,0.4,26,-3.8,72*
CS(=O)(=O)c1ccc(NCCCC(=O)O)c([N+](=O)[O-])c1,-0.1,-2,1.3,-4
# (more compounds)
SMILES,FBW7 activator,MITF inh,GPR151 ag,TEAD-YAP inh
CCc1ccc(-n2c(C)c(C)n3c4c(=O)n(CC(=O)OC)c(=O)n(C)c4nc23)cc1,0.1,-7,-0.1,6
Cc1ccccc1C(=O)Nc1ccc(C(=O)N/N=C/c2ccc(O)cc2O)cc1,-0.7,2,2.4,4
Cc1ccc(-c2nc(NC(=O)COc3ccccc3[N+](=O)[O-])sc2C)cc1,0.6,12,-1.3,-10
Cc1cc(C)n(-c2nc3c(c(=O)n2CC(=O)NCc2ccccc2Cl)CCC3)n1,0.0,-17,0.1,2
COc1ccc(-n2c(SCC(=O)Nc3nc(C)cs3)nnc2-c2ccoc2C)cc1,-0.1,9,-0.1,-6
O=C(c1ccccc1F)N1CCN(c2ccc(-c3ccccn3)nn2)CC1,-1.5,119*,-0.4,-23
CCN(CC)S(=O)(=O)c1ccc(C(=O)NCc2nnc(SCC(=O)Nc3nccs3)n2-c2ccccc2OC)cc1,0.0,-6,0.1,4
COc1ccc(C(=O)Nc2sc3c(c2C(=O)NCC2CCCO2)CCCC3)cc1OC (centres undefined),0.1,-6,-0.5,-12
CCN(CC)c1ccc(C2C(C(=O)OC(C)C)=C(C)NC3=C2C(=O)CC(C)(C)C3)cc1 (centres undefined),-0.1,5,-0.2,-1
COc1cccc(C(=O)Nc2sc3c(c2C(N)=O)CCCC3)c1OC,0.1,-8,-0.5,-28
COc1ccc(C2CC(c3ccc(C(C)C)cc3)n3nc(N)nc3N2)cc1 (centres undefined),0.0,10,2.2,-3
CC(=O)c1ccc(NC(=O)CSc2nnc(NC(=O)CN3CCCCC3)s2)cc1,0.0,9,-0.3,-5

# An excerpt from above in order of molecular weight, smallest number first.
SMILES,FBW7 activator,MITF inh,GPR151 ag,TEAD-YAP inh
Oc1c(/C=N/n2cnnc2)sc2ccccc12,0.4,26,-3.8,72*
CS(=O)(=O)c1ccc(NCCCC(=O)O)c([N+](=O)[O-])c1,-0.1,-2,1.3,-4
CC(=O)c1ccc(NC(=O)C(C)Sc2nc(N)cc(=O)[nH]2)cc1 (centres undefined),0.0,5,-0.3,-30
COc1cccc(C(=O)Nc2sc3c(c2C(N)=O)CCCC3)c1OC,0.1,-8,-0.5,-28
O=C(c1ccccc1F)N1CCN(c2ccc(-c3ccccn3)nn2)CC1,-1.5,119*,-0.4,-23
Cc1ccc(-c2nc(NC(=O)COc3ccccc3[N+](=O)[O-])sc2C)cc1,0.6,12,-1.3,-10
Cc1ccccc1C(=O)Nc1ccc(C(=O)N/N=C/c2ccc(O)cc2O)cc1,-0.7,2,2.4,4
CCc1ccc(-n2c(C)c(C)n3c4c(=O)n(CC(=O)OC)c(=O)n(C)c4nc23)cc1,0.1,-7,-0.1,6
CCN(CC)c1ccc(C2C(C(=O)OC(C)C)=C(C)NC3=C2C(=O)CC(C)(C)C3)cc1 (centres undefined),-0.1,5,-0.2,-1
CC(=O)c1ccc(NC(=O)CSc2nnc(NC(=O)CN3CCCCC3)s2)cc1,0.0,9,-0.3,-5
COc1ccc(-n2c(SCC(=O)Nc3nc(C)cs3)nnc2-c2ccoc2C)cc1,-0.1,9,-0.1,-6
COc1ccc(C(=O)Nc2sc3c(c2C(=O)NCC2CCCO2)CCCC3)cc1OC (centres undefined),0.1,-6,-0.5,-12

# (next part)
SMILES,FBW7 activator,MITF inh,GPR151 ag,TEAD-YAP inh
COc1ccc(Cl)cc1NC(=O)CSCC(=O)Nc1cccc(Cl)c1C,-0.3,-6,-2.1,10
CCOC(=O)c1c(NC(=O)Cc2ccc([N+](=O)[O-])cc2)sc(C)c1C,-0.1,0,-0.9,-7
CC1CN(C)C(C)CC1NCc1ccc2c(c1)OCO2 (centres undefined),0.0,2,1.9,-3
Cc1ccc(C(=O)N/N=C/C(=O)c2ccccc2)c(C)c1,-0.1,-7,-4.7,18
Cc1cc(Br)c(S(=O)(=O)NCc2ccccn2)cc1C,-0.3,-8,0.6,-4
CC(=O)c1cccc(NC(=O)c2ocnc2C)c1,0.1,12,0.8,11
CCOC(=O)c1ccc(NC(=S)NCCCN2CCCCC2)cc1,0.7,9,-1.0,12
O=C1CC(c2ccccc2)CC2=C1C(c1ccccc1)Nc1ccccc1N2 (centres undefined),0.3,11,-0.8,9
CCOc1ccc(S(=O)(=O)NCC(OC)OC)c2cccnc12,0.0,6,-0.9,-4
Cc1nn2cnnc2[nH]c1=O,-1.3,11,-0.3,-2
O=C(NNC(=O)c1ccc(N2CCCC2=O)cc1)c1ccc(Br)cc1,0.1,4,-0.3,-16
CN(Cc1ccc(C(N)=O)c(=O)[nH]1)C1CCCCC1,-0.1,-12,0.5,-2
O=C(/C=C/c1ccccc1)Nc1ncnc2sc3c(c12)CCC3,0.1,-8,0.5,-2
COCCNc1c(-c2ccc(O)cc2)nc2cccc(C)n12,0.3,-12,-4.2,-6
O=C1N=c2ccccc2=C1c1sc(Nc2cccc(Cl)c2Cl)nc1O,0.1&0.0,-8&9,0.1&-0.3,10&-9
CC(=O)OCC(=O)c1ccc2ccn(C(C)=O)c2c1,-0.1,-4,0.7,-10
COc1ccccc1-c1ccc(=O)n(CC(=O)NC2CCc3ccccc32)n1 (centres undefined),0.0,-1,0.3,10
CCN(CCCNC(=O)Cn1nc(-c2ccccc2)ccc1=O)c1cccc(C)c1,0.1,-8,-0.2,1
CCCSCCCNC(=O)CCC(=O)N1CC(C)Oc2ccccc21 (centres undefined),-0.1,1,0.3,-1
CCCN1CCC2(CCC(CNC(=O)c3ccn(C)n3)O2)CC1 (centres undefined),-0.1,-3,-0.4,6
CCCNc1ccnc2c(-c3ccc(C(=O)O)cc3)cnn12,-0.4,-9,-2.2,30
COc1ccc(C(=O)NCCNc2nc3c(C)cccc3cc2C#N)cc1OC,0.0,6,0.0,-18
CC(=O)N(c1cccc(Cl)c1)c1nc(C)cc(C)c1C#N,0.0,2,0.0,0
Cc1noc(C)c1C(=O)N1CCC[C@H](C(=O)c2ccc(F)cc2)C1,0.6,-4,-1.1,6
CN(C)CCOc1cc(-c2ccncc2)ccc1NC(=O)C1COc2ccccc2O1 (centres undefined),-0.1,2,-0.4,-11
O=C(NC1CC1)C1CCCN(c2c3c(nc4ncnn24)CCC3)C1 (centres undefined),-0.1,-16,-0.1,-4
O=C1[C@@H]2CSC(c3ccc(Cl)cc3)N2C(=O)N1c1ccccc1 (some centres undefined),0.4,10,-0.3,-6
O=C(NCc1cccnc1)c1sc2cc(Cl)ccc2c1Cl,0.1,2,-0.5,-25
CCCCC[C@H](O)CC[C@H]1[C@H](O)CC(=O)[C@@H]1CCCCCCC(=O)O,.,20,1.2,.

# The order is random (roughly 3.4% active in at least one column).
